NR2F2 inh – NR2F2 transcriptional activity inhibitors, primary screen, cell-based, luciferase reporter, HEK293T, luminescence. 370,000 compounds, 0.7% hits. AID 686940, 2013. HEK293T NGFI-A luciferase reporter. inhibition, % at 8.6 µM. COUP transcription factor 2 (Homo sapiens), P24468;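 active = inhibition above a per-plate cutoff, mean inhibition of test wells between control levels plus 3 SD, cut at about 38% in these data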;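 also: cells cotransfected with COUP-TFII expression vector driving the NGFI-A reporter; 0% = median of COUP-TF2 test wells and 100% = reporter-only cells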
Target sequence (P24468 whole entry, looked up): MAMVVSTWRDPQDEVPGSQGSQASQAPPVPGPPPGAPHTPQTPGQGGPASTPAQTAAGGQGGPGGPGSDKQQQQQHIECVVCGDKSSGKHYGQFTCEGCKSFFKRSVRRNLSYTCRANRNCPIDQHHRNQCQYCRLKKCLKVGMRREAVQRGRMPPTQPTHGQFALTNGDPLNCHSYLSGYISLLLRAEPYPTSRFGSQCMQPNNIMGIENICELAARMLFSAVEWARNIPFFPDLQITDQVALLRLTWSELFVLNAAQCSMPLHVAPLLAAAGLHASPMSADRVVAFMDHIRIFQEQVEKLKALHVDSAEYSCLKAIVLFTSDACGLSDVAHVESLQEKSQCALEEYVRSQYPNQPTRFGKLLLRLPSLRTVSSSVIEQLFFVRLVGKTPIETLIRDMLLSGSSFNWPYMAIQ
EBV LMP1 NFkB – EBV LMP1-driven NF-kappaB luciferase reporter inhibitors, primary screen, cell-based, luminescence, single point; LMP1-induced NF-kappaB luciferase reporter cells; inhibition, % at 12.5 µM; AID 504558, 2011; 350,000 compounds, 0.69% hits; in the data active = inhibition above about 41%;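 also: 0% = neutral control wells and 100% = reference inhibitor control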
SRC2 inh – inhibition of GAL4-SRC2 driven luciferase reporter, primary screen, SRC2 inhibitor project, cell-based, luminescence. Nuclear receptor coactivator 2 (Homo sapiens), Q15596. HEK293 GAL4-SRC2 luciferase reporter. inhibition, % at 9 µM. 370,000 compounds, 0.17% hits. AID 651957, 2012;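 active = inhibition above the mean inhibition of all tested compounds plus 3 SD, set per campaign, cut at about 52% in these data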;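 also: 0% = DMSO treated cells and 100% = cells given Gossypol at 36 µM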
NR5A2 inv ag – LRH-1 (NR5A2) inverse agonists, primary screen, cell-based, luminescence, HEK293T, StAR-luciferase reporter | AID 602396, 2012 | Nuclear receptor subfamily 5 group A member 2 (Homo sapiens), O00482 | inhibition, % at 3.6 µM | 360,000 compounds, 0.13% hits | LRH-1 transfected, 24 h;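 active = inhibition above the mean inhibition of all tested compounds plus 3 SD, cut at about 73% in these data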;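 also: 0% = DMSO wells and 100% = reporter-only cells lacking LRH-1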
Target sequence (O00482 whole entry, looked up): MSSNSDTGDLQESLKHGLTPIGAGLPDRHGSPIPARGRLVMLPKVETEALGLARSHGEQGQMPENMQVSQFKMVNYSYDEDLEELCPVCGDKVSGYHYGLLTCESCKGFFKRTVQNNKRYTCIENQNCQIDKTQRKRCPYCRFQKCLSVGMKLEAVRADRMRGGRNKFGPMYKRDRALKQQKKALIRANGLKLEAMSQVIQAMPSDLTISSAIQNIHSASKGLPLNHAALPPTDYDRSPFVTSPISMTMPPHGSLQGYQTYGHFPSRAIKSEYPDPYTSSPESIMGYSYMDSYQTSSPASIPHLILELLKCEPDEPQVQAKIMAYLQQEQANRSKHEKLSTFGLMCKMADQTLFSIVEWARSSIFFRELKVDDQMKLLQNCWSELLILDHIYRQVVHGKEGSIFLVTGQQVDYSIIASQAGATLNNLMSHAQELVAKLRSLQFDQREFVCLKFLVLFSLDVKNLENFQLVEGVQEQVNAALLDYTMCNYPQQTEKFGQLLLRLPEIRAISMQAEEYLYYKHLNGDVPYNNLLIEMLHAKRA
NCOA3 inh – SRC3 coactivator transcriptional activity inhibitors, primary screen, cell-based, luminescence | Nuclear receptor coactivator 3 (Homo sapiens), Q9Y6Q9 | HEK293 GAL4-SRC3 luciferase reporter | inhibition, % at 3.6 µM | 360,000 compounds, 0.17% hits;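 active = inhibition above a per-campaign cutoff, the mean of all compounds plus 3 SD, cut at about 60% in these data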;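 also: 0% = DMSO-treated cells and 100% = gossypol-treated cells at 36 µM; higher means less SRC3-driven luciferase light from the GAL4 reporter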
TRAIL sens C8 – viability loss with TRAIL in NB7+C8 cells, primary screen, TRAIL sensitizer project, cell-based, ATPlite luminescence. 360,000 compounds, 1% hits. inhibition (viability loss, TRAIL sensitization), % at 10 µM. AID 624354, 2012;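 active = compounds causing at least 50% loss of cell viability in the single-dose screen, relative to plate controls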
KKLEB tox – cytotoxicity in KKLEB CF airway cells, primary screen, cytotoxicity control for CF NF-kB inhibitor project, cell-based, uHTS, fluorescence assay plates; KKLEB CF airway cells viability, ATPlite luminescence, overnight; hits give low values; cells stimulated with P. aeruginosa culture filtrate; activity change (cytotoxicity), % at 5 µM; 360,000 compounds, 0.36% hits; AID 602141, 2011;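 active = corrected activity change at or below -50% at 5 µM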
NCOA1 inh – SRC1 coactivator transcriptional activity inhibitors, primary screen, cell-based, luminescence | AID 588354, 2011 | 360,000 compounds, 0.12% hits | HEK293 GAL4-SRC1 luciferase reporter | Nuclear receptor coactivator 1 (Homo sapiens), Q15788 | inhibition, % at 3.6 µM;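 active = inhibition above the campaign mean plus 3 SD, with each screening campaign given its own cutoff, cut at about 60% in these data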;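 also: 0% = DMSO treated cells and 100% = gossypol at 36 µM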
TROY NFkB inh – inhibitors of TROY-driven NF-kB signaling, primary screen, Q293 LMP1-TROYcd cells, NF-kB luciferase, uHTS; Q293 LMP1-TROYcd NF-kB luciferase reporter, 4 h; inhibition, % at 10 µM; 360,000 compounds, 0.98% hits; AID 1347056, 2019;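 active = compounds whose plate-normalised and pattern-corrected inhibition of the luciferase reporter signal at the single screening dose is 50% or more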
CF NFkB block – inhibitors of PAF-induced NF-kB signaling, primary screen, cell-based, GFP fluorescence, uHTS; 360,000 compounds, 0.86% hits; inhibition, % at 5 µM; AID 588850, 2011; KKLEB NF-kB-GFP reporter, GFP fluorescence overnight;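 active = at least 50% inhibition at 5 µM, scaled per plate between neutral and stimulator controls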;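 also: PAF is a Pseudomonas aeruginosa culture filtrate used as stimulus; plate controls were PAF-stimulated DMSO wells for no effect and unstimulated DMSO wells for full effect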
TWEAK Fn14 block – inhibitors of TWEAK-Fn14 signaling, primary screen, luciferase reporter cells, uHTS; inhibition, % at 10 µM; TWEAK-stimulated Fn14 reporter cells, luciferase luminescence, 8 h; 360,000 compounds, 2% hits; AID 1159606, 2016; in the data active = inhibition above about 50%
* hit, by the source's call; nt = no result given. Hits appear at their usual frequency. About 4.2% of those tested had a hit in this group.

SMILES	NR2F2 inh	EBV LMP1 NFkB	SRC2 inh	NR5A2 inv ag	NCOA3 inh	TRAIL sens C8	KKLEB tox	NCOA1 inh	TROY NFkB inh	CF NFkB block	TWEAK Fn14 block
CC1(C)C(=O)Nc2ccccc2N1C(=O)CN1C(=O)c2ccccc2C1=O	3.5	5.1	-63.5	1.1	20.4	27.6	-4.5	-15.9	-7.0	-8.0	-6.5
CC1CCCN(S(=O)(=O)c2cccc(C(=O)NCCCN3CCCC3=O)c2)C1 (stereo not drawn)	-4.5	-1.8	12.8	0.3	-6.0	-0.9	9.5	3.8	-2.5	-10.9	-9.9
Cc1ccccc1Nc1c(N)c(=O)oc2ccccc12	-7.5	0.8	11.5	2.6	-9.8	-11.6	-7.8	4.0	-10.3	10.9	-9.4
Cc1c(C(=O)NC(C)c2ccncc2)oc2ccccc12 (stereo not drawn)	10.9	-8.5	-27.5	43.6	5.6	-4.9	5.9	8.9	16.1	-2.5	0.2
COC(=O)COc1ccc(Cl)cc1C1Nc2ccccc2C(=O)N1c1ccc(OC)cc1 (stereo not drawn)	-10.7	-5.2	-21.9	-23.6	-1.6	-15.2	-16.2	-24.3	-33.8	-5.9	-18.2
Cc1c(C)n(CCC(=O)O)c2ccccc12	-2.8	-0.8	9.4	20.2	12.8	4.5	9.1	-18.7	-7.7	-7.0	9.2
OCCC1CN(Cc2ccccc2OC2CCCC2)CCN1Cc1ccsc1 (stereo not drawn)	-12.2	10.5	-22.0	14.6	5.7	-5.3	2.0	0.3	-6.5	-9.7	6.6
CCc1nc2ccccc2c(C(=O)OCC(=O)NC2CCCC2)c1C	-13.1	0.4	3.0	-4.3	-16.3	-4.7	-0.5	4.4	-4.0	-0.7	3.3
Cc1cc(CNC(=S)Nc2cccc(Cl)c2Cl)nn1C	-6.8	1.6	21.3	12.1	23.5	0.9	-11.6	4.6	21.7	5.1	15.1
O=C(COc1coc(CN2CCN(c3ccccc3)CC2)cc1=O)N1CCc2ccccc21	-11.0	7.9	9.5	-1.8	5.9	-4.0	13.9	-6.1	-9.8	-13.0	0.1
O=C(NCc1ccccc1)NC(=O)c1ccccc1	6.3	4.9	-29.9	-18.9	-12.0	-0.2	8.1	-14.3	-31.5	-14.7	-16.8
O=C(NCC(=O)N1CCN(c2ccccc2)CC1)c1ccc(Cl)cc1	-18.3	-1.8	-0.1	19.6	2.9	-4.8	1.8	-1.1	12.3	15.2	0.0
COC(=O)C1(C#N)C(c2ccccc2)C1(C(=O)OC)C(=O)OC (stereo not drawn)	12.8	-22.2	-11.8	18.6	8.6	-16.3	6.1	-2.7	12.6	-5.4	-7.8
CS(=O)(=O)Cc1cc(N2CCCC2)nc(-c2ccccc2)n1	8.3	-6.5	-31.7	6.2	13.1	37.1	-14.0	-7.8	11.9	10.0	13.0
CCOC(=O)C1=C(CC)Nc2ccccc2N/C1=N\S(=O)(=O)c1ccccc1OC	-22.2	-14.6	18.7	9.9	1.9	0.3	-2.8	6.2	4.6	6.3	-8.4
O=C(CNS(=O)(=O)c1ccc(F)cc1)N1CCOCC1	16.5	-11.3	11.1	-10.2	-2.6	-3.5	2.3	-2.6	-15.8	-2.1	11.3
CCN(CC)c1ccc(CN(C(=O)c2cccs2)C2CCS(=O)(=O)C2)cc1 (stereo not drawn)	-25.6	2.1	-2.8	18.5	-23.6	0.5	8.7	14.0	1.8	9.7	1.6
COc1ccccc1NC(=S)N(Cc1ccco1)Cc1cc2ccc(C)c(C)c2[nH]c1=O	11.1	-2.0	-19.4	18.2	16.7	-15.8	-3.7	-0.1	1.4	19.9	-5.6
CCOP(=O)(c1ccc(N(C)C)cc1)C(O)c1ccccc1F (stereo not drawn)	-11.9	-0.8	-7.5	-0.3	-25.1	-7.3	1.0	-21.9	-3.1	-10.2	9.2
Cc1ccc(CSCC(=O)N(C)CC(=O)Nc2ccc(Cl)c(Cl)c2)cc1	-6.5	-8.0	-14.0	-21.6	2.0	6.8	-7.7	-6.0	2.3	-20.3	-1.5
C=CCn1cnc2scc(-c3ccc(OC)cc3)c2c1=O	-16.5	6.8	-24.1	6.1	-2.2	-3.1	-0.4	-11.1	1.2	9.0	19.4
CCOc1ccc(NC(=O)c2ccccc2OCC(=O)c2ccc(C)cc2)cc1	2.7	5.8	-1.2	-2.3	-0.8	9.5	-53.0*	-11.4	-29.6	42.8	-57.7
Cn1c(C(=O)OCC(=O)NCc2ccc(F)cc2)cc2occc21	9.4	-9.5	-6.3	-6.2	-16.0	-1.5	-7.6	-1.1	-3.2	6.9	-1.1
Cc1cccc(-c2ocnc2C(=O)Nc2ncc(C)s2)c1	-11.2	1.8	2.2	8.0	-14.9	16.8	-4.7	-11.9	-3.0	17.2	15.9
COc1cccc(C(=O)N(Cc2nc(-c3cccc(C)c3)no2)C(C)C)c1OC	-7.2	0.2	-0.9	-13.7	1.1	-8.8	-5.0	3.5	8.2	7.4	9.8
COc1ccc(CNC(=O)Nc2nc(C(N)Cc3ccc(F)cc3)cs2)cc1 (stereo not drawn)	-7.3	nt	6.3	-40.6	4.5	31.4	-24.6	-6.5	7.7	7.0	12.4
CCOC(=O)N1CCN(c2ncnc3nc[nH]c23)CC1	-2.7	-1.2	-1.0	1.5	-2.3	9.3	1.8	-17.0	-24.2	-10.0	-13.6
CN(CCNC(=O)c1ccc(CS(=O)(=O)c2ccc(Br)cc2)o1)CCc1ccccc1	-15.2	-14.5	-5.5	19.4	-6.7	-13.2	-9.5	-17.5	-20.5	-21.1	-0.7
CC1=C(C#N)C(NC(=O)C(C)(C)C)(C(F)(F)F)C(=O)N1 (stereo not drawn)	2.1	3.6	-3.3	13.8	-20.0	-4.8	1.4	-23.9	-0.2	11.3	-6.7
COc1ccc2ccccc2c1CNCc1ccccn1	-23.5	-12.5	-10.6	-29.9	-35.5	2.5	-18.4	-25.4	2.5	-11.4	-8.4
Cc1cc(Br)cc2c1NC(=O)C2(O)CC(=O)c1ccco1 (stereo not drawn)	16.5	6.6	-4.2	0.3	9.0	-4.5	13.7	18.0	5.0	-4.8	-14.6
O=C(O)/C=C\C(=O)Nc1ccccc1C#Cc1ccccc1	-19.8	-37.0	-59.9	-106.3	-62.9	5.1	11.0	-74.8	-76.7	-11.0	-20.2
CC(=O)N1c2ccccc2C(C)CC12CCCCC2 (stereo not drawn)	-9.7	-3.6	-1.8	15.6	-5.9	4.7	3.8	-38.2	10.9	8.1	0.2
CC(C)(C)c1ccc(-c2c(C#N)c(N)nc3c2CCCC3)s1	-1.1	-13.6	16.9	2.7	11.6	-13.2	-16.8	-19.1	-14.9	20.3	12.5
O=C(NCc1cccc(C(F)(F)F)c1)C1CC2Cn3c(nc4ccccc43)C2N1Cc1ccccc1 (stereo not drawn)	-0.8	-3.4	13.6	-12.7	26.1	12.9	-3.3	3.6	-3.8	-8.5	7.9
Cc1ccccc1Nc1nc(N)nc(CSCc2c(C)noc2C)n1	-12.0	0.8	-0.6	-3.8	13.4	-18.8	-3.6	15.7	-12.8	7.1	-4.4
O=C(NNc1c2ccccc2nc2ccccc12)c1ccc(O)cc1O	-2.0	-9.0	-38.4	-9.0	11.1	20.6	-5.2	0.7	-37.1	-124.7	-34.6
Cc1cc(=O)cc(C)n1-c1ccccc1Br	-31.9	3.3	-39.2	0.0	-12.3	-13.8	-1.5	2.5	-11.9	7.8	9.1
COc1ccc(-c2cc(=O)oc3cc(OCC(=O)N[C@@H](Cc4c[nH]c5ccccc45)C(=O)O)ccc23)cc1	-5.7	8.1	9.3	1.4	16.7	0.2	10.6	-1.4	-14.5	1.9	20.3
Cc1ccc(-c2c(C(=O)N/N=C/c3ccoc3)nnn2-c2nonc2N)cc1	-6.9	1.3	-14.9	-1.8	5.5	16.4	-4.8	-1.3	-23.8	-4.2	-6.2
O=C(CSc1nnc(NC(=O)C2CCC2)s1)Nc1ccc(N2CCOCC2)cc1	4.0	-6.1	-15.7	29.4	-7.3	0.7	2.3	-8.5	13.1	4.0	-31.3
CCCS(=O)(=O)NC(=O)C1(C)CCCN(C(=O)c2ccc(F)c(Cl)c2)C1 (stereo not drawn)	-8.9	nt	-17.3	19.2	-4.1	-8.3	-4.6	-9.5	4.1	2.5	-10.7
COc1ccc(NC(=S)NCCCCCC(=O)C[N+](=O)[O-])cc1	-10.7	7.5	-8.9	9.2	4.2	-9.5	9.2	-2.1	-4.0	1.2	3.3
CSc1nnc(-c2ccccc2N=Cc2c(C)[nH]n(-c3ccccc3)c2=O)c(=O)[nH]1	2.1	5.0	-12.6	6.1	7.7	0.8	1.3	-5.1	-5.7	-10.1	-8.2
COc1ccc(C(=O)OCC(=O)Nc2cc(C)on2)c(OC)c1OC	-1.2	2.3	-21.1	7.8	7.2	4.6	4.5	-2.7	2.4	-2.0	-10.1
O=C(CSc1nnc(-c2ccc(Cl)cc2)n1-c1ccccc1)N/N=C/c1ccccc1C(=O)O	12.0	0.1	-11.4	9.9	-0.7	1.1	-1.3	1.3	11.6	-12.1	9.2
COc1ccc(CNC(=O)CCSc2nc(-c3ccc4c(c3)OCO4)cc(C(F)(F)F)n2)cc1	12.3	-10.0	-3.6	16.7	-15.8	1.3	-13.4	-11.6	-2.5	8.0	-2.3
CCSc1nnc(NC(=O)C2C3C=CC(C3)C2C(=O)O)s1 (stereo not drawn)	19.0	-3.0	9.4	26.4	7.8	-1.1	-10.0	-5.2	2.9	-5.4	-4.9
Nc1ccccc1-c1nnn(CC(=O)Nc2ccc3c(c2)OCCO3)n1	11.5	-4.1	-5.8	-3.4	1.4	0.3	-42.1	12.5	-23.5	-15.5	4.9

One compound at a time, as listed above. Values in the order: NR2F2 inh, EBV LMP1 NFkB, SRC2 inh, NR5A2 inv ag, NCOA3 inh, TRAIL sens C8, KKLEB tox, NCOA1 inh, TROY NFkB inh, CF NFkB block, TWEAK Fn14 block
Listed for O=C(NNc1c2ccccc2nc2ccccc12)c1ccc(O)cc1O : -2.0, -9.0, -38.4, -9.0, 11.1, 20.6, -5.2, 0.7, -37.1, -124.7, -34.6
Listed for Nc1ccccc1-c1nnn(CC(=O)Nc2ccc3c(c2)OCCO3)n1 : 11.5, -4.1, -5.8, -3.4, 1.4, 0.3, -42.1, 12.5, -23.5, -15.5, 4.9
Listed for COc1ccc(NC(=S)NCCCCCC(=O)C[N+](=O)[O-])cc1 : -10.7, 7.5, -8.9, 9.2, 4.2, -9.5, 9.2, -2.1, -4.0, 1.2, 3.3

Compound activity from PubChem BioAssay.
